PME-1 inh: blocks human protein phosphatase methylesterase 1. Q9Y570. recombinant PME-1, FP-Rh probe fluorescence polarization. inhibition, % at 5.9 µM. actives 0.53% (n = 320,000);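 active = inhibition above the campaign mean of all compounds plus 3 SD, cut at about 26% in these data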;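 also: competitive labeling of PME-1 active site by serine hydrolase directed probe; 0% = PME-1 with DMSO and 100% = wells lacking PME-1 enzyme; inhibitors block probe labeling so polarization falls and inhibition rises; many of its hits are not listed in these tables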
Target sequence (Q9Y570 whole entry, looked up): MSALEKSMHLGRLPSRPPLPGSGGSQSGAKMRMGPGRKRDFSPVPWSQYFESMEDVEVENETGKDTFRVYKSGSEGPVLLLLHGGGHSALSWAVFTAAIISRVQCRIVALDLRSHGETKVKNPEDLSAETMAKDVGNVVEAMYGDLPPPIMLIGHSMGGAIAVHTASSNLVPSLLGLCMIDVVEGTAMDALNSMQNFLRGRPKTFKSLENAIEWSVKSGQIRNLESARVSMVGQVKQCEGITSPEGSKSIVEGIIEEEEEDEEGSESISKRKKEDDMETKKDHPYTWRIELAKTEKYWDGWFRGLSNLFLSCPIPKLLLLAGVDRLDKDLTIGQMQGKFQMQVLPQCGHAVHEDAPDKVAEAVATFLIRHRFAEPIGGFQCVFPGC
MCL1-BIM inh: disrupts human MCL1 binding to BIM-BH3 peptide. Q07820. inhibition, % at 10.9 µM. actives 0.68% (n = 320,000). GST-MCL1 / FITC-Bim-BH3 fluorescence polarization;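 active = inhibition above the mean inhibition of all tested compounds plus 3 SD, set per campaign, cut at about 40% in these data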;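 also: 0% = DMSO wells and 100% = unlabeled Bim-BH3 peptide control; higher means more loss of mP so more displacement of Bim peptide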
PAD4 FP inh: inhibitors of human PAD4; Q9UM07; recombinant PAD4, RCA probe fluorescence polarization; inhibition, % at 6.36 µM; actives 0.41% (n = 330,000); AID 485272;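 active = percent inhibition above a cutoff equal to the mean of all tested compounds plus 3 SD, cut at about 15% in these data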;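 also: 0% = PAD4 with RCA probe and DMSO and 100% = probe without PAD4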
Bcl-xL primary: blocks human Bcl-xL binding to Bim BH3 peptide; Q07817; GST-Bcl-xL / FITC-Bim BH3 peptide fluorescence polarization; inhibition, % at 10.9 µM; actives 0.7% (n = 320,000);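 active = inhibition above the mean of all tested compounds plus 3 SD, cutoff set per campaign, cut at about 30% in these data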;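 also: 0% = DMSO wells and 100% = unlabeled Bim-BH3 peptide competitor; inhibitors lower millipolarization by displacing the labeled peptide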
Target sequence (Q07817 whole entry, looked up): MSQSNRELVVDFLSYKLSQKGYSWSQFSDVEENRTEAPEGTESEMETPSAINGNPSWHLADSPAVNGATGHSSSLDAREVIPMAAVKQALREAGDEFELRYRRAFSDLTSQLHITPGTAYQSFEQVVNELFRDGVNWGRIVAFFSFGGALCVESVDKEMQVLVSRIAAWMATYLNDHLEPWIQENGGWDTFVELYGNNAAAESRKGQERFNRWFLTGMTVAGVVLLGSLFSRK
GSTO1 counter: blocks human GSTO1 in RBBP9 counter-screen | AID 1974 | inhibition, % at 5.96 µM | actives 1.1% (n = 300,000) | recombinant GSTO1, activity-based probe fluorescence polarization;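 active = inhibition above the campaign mean inhibition plus 3 SD, cut at about 35% in these data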;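 also: 0% = GSTO1-1 with DMSO and 100% = wells lacking GSTO1-1 enzyme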
Target sequence (P78417 whole entry, looked up): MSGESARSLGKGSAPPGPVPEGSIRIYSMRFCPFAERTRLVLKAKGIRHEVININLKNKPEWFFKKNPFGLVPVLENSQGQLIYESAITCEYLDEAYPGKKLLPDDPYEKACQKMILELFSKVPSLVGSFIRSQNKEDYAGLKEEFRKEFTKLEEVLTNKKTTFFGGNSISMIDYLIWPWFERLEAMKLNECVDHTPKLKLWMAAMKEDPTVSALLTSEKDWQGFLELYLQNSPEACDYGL
MEX-5 binding: C. elegans MEX-5 TCR-2 RNA binding activity; activity score (negative = inhibition of binding), % at 10 µM; MEX-5/FITC-TCR2 RNA binding, fluorescence polarization; hits give low values; actives 0.38% (n = 300,000); Q9XUB2;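 active = inhibition past about -25% in most replicates, and total fluorescence under double the plate's negative control median, limit read from the data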;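 also: 0% = DMSO and -100% = 5 µM competing unlabeled TCR2 RNA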
GLD-1 TGE inh: GLD-1-TGE RNA interaction inhibition (C. elegans). purified GLD-1 + fluorescein TGE RNA, fluorescence polarization. inhibition, % at 5.96 µM. actives 0.44% (n = 320,000);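 active = percent inhibition above a per-plate cutoff, the plate mean of test compounds plus 3 SD, cut at about 30% in these data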;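 also: 0% = DMSO wells with GLD-1 and probe and 100% = wells lacking GLD-1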
TPT1 inhibitor: C. albicans TPT1 enzyme inhibition; recombinant caTPT1, FP RNA substrate dephosphorylation; inhibition, % at 5 µM; actives 0.81% (n = 300,000); AID 1962;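 active = inhibition above the mean of all tested compounds plus 3 SD, set per screening campaign, cut at about 24% in these data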;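 also: plate controls were DMSO alone for no effect and ferristatin control at 100 nM for full effect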
Fam108B inh: Fam108B inhibition, counter-screen for RBBP9 inhibitors; recombinant Fam108B, FP-Rh probe fluorescence polarization; inhibition, % at 9.51 µM; actives 0.33% (n = 300,000);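 active = inhibition above the screen mean inhibition plus 3 SD, computed separately per campaign, cut at about 18% in these data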;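 also: inhibitors lower polarization as less probe binds the enzyme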
* = called active by the depositor; · = no result given; & = joins results of further samples. These rows are one share of the data. The share of hits here may be higher or lower than overall.

SMILES	PME-1 inh	MCL1-BIM inh	PAD4 FP inh	Bcl-xL primary	GSTO1 counter	MEX-5 binding	GLD-1 TGE inh	TPT1 inhibitor	Fam108B inh
CCOc1cccc(C2C(C#N)=C(N)Oc3cc(C)oc(=O)c32)c1OCC (stereo not drawn)	1	-2	5	4	4	0.0	5	1	3
C=CCn1c(SCc2csc(C)n2)nc2sc3c(c2c1=O)CCCC3	-4	4	-2	5	4	3.3	5	3	-3
CCOC(=O)N1CCN(C(=O)COc2ccccc2Cl)CC1	-2	1	-3	0	-3	-0.8	4	-2	-2
CC(C)C(=O)Nc1cccc(-c2cnc3ccccc3n2)c1	3	21	0	20	4	1.6	9	-9	1
CN(Cc1ccccc1)S(=O)(=O)c1cccc(C(=O)O)c1	3	3	-2	5	9	0.5	-1	-3	-1
CCCn1nnnc1SCC(=O)NCc1ccc(OC)cc1	-2	4	4	2	6	1.9	10	-2	1
CC(=O)Nc1ccc(NC(=O)C(C)OC(=O)CCc2c[nH]c3ccccc23)cc1 (stereo not drawn)	-3	-17	3	-16	6	2.1	7	-1	0
Cc1ccccc1CC1(CO)CCCN(C(=O)CCN2CCCO2)C1 (stereo not drawn)	-5	0	0	2	4	-1.3	5	0	2
Cc1nnc(SCC(=O)N2CCN(c3ccccc3)CC2)n(N)c1=O	-4	-4	0	-5	8	-0.3	7	2	1
Cc1ccccc1CC(=O)NC1CCCCCC1	-5	-5	-4	-12	-6	-0.3	2	-2	-2
CC1=C(C(=O)Nc2cc(C(=O)N3CCC(C)CC3)ccc2C)SCCO1	-5	-3	3	-2	3	-0.8	3	-2	1
CCOC(=O)N1CCN(C(=O)c2cn(CC)c3ccc(S(=O)(=O)N4CC(C)CC(C)C4)cc3c2=O)CC1 (stereo not drawn)	1	5	-8	6	6	3.7	2	-3	0
O=c1[nH]c2ccsc2c(=O)n1-c1ccc(F)c(Cl)c1	-7	6	-3	4	3	-0.3	5	-1	2
CN(CC(=O)N1CCc2ccccc21)S(=O)(=O)c1ccc(Br)s1	-1	7	-5	7	-4	-1.7	-10	3	1
CC(Cc1cccs1)NC(=O)NC1CCCCC1 (stereo not drawn)	-1	-9	3	-1	4	-0.3	-1	0	0
O=C(Nc1ccccc1C(=O)N1CCCCC1)c1ccccc1C(F)(F)F	6	-1	2	1	0	-0.5	-1	2	-2
CCN(C(=O)COc1ncnc2scc(-c3ccc(F)cc3)c12)C1CCS(=O)(=O)C1 (stereo not drawn)	0	-8	-3	-11	-5	-1.3	-6	2	-6
CC(C)(Cc1nc2ccccc2[nH]1)C(=O)O	-1	4	0	4	7	-1.4	10	-2	-1
O=C(NCC(=O)N1CCN(c2ccccc2F)CC1)c1cccs1	-3	6	0	1	0	3.1	1	0	-1
CCN(C(=O)Cn1cc(C(=O)C(=O)N2CCOCC2)c2ccccc21)c1ccccc1	7	3	4	0	67*	1.4	-7	-5	3
CC(/C=C/c1ccccc1)=N/NC(=O)C(O)c1ccccc1 (stereo not drawn)	1	-16	-7	-6	-9	-1.9	3	-4	-2
CC(=O)c1cccc(OCC(O)CN2CCN(S(=O)(=O)c3c(F)cccc3F)CC2)c1 (stereo not drawn)	3	-6	-4	1	-1	2.3	10	-2	-5
CC(=O)c1ccc(N2CCN(CC(=O)NC(=O)NCc3ccccc3)CC2)cc1	-8	-16	-2	16	·	·	1	·	·
CCc1ncc(C(=O)c2ccc(OC)cc2)n1C	3	-2	-6	3	-1	-0.6	-1	-1	0
CN1C(=O)CSC1=Nc1cccc(Cl)c1	-1	2	-2	3	7	0.7	8	0	-3
Following part.
SMILES	PME-1 inh	MCL1-BIM inh	PAD4 FP inh	Bcl-xL primary	GSTO1 counter	MEX-5 binding	GLD-1 TGE inh	TPT1 inhibitor	Fam108B inh
CC(NC(=O)CC1Sc2ccccc2NC1=O)c1ccccc1 (stereo not drawn)	1	10	-3	4	5	1.2	-2	1	-4
CC(Sc1ncc(C(F)(F)F)cc1Cl)C(=O)NCC1CCCO1 (stereo not drawn)	-2	-1	-1	-7	-3	·	-6	6	2
Cc1cc(C(=O)COc2ccc3ccc(=O)oc3c2)c(C)n1C	2	6	0	1	1	-0.4	9	-2	4
O=C(Nc1ccc2c(c1)CN(Cc1ccco1)CC2)C1CCCO1 (stereo not drawn)	-3	11	0	17	7	0.6	8	1	2
COC(=O)c1nnn(-c2ccc(F)c(Cl)c2)c1C(=O)OC	2	-2	-10	5	3	0.3	0	0	-1
Nc1ncnc(NC2CCS(=O)(=O)C2)c1[N+](=O)[O-] (stereo not drawn)	3	5	0	2	-3	-0.4	1	3	-1
COCCNCCOc1ccccc1-c1ccccc1	-6	-3	3	1	5	-3.8	-6	-1	5
COc1ccc(NC(=S)Nc2ccccn2)cc1	-2	10	-7	12	8	-0.4	4	4	5
COC(=O)CN(c1ccccc1)S(=O)(=O)c1ccccc1	3	-2	0	-3	0	-0.7	-1	-5	-1
O=C1OCC/C1=C\OCCCO/C=C1\CCOC1=O	1	-7	0	2	4	0.9	-1	3	-1
COC(=O)c1cc(Br)ccc1N(Cc1cc(OC)cc(OC)c1)S(C)(=O)=O	1	5	2	-1	·	·	-4	·	·
Cc1cc(C)n(-c2ncccc2[N+](=O)[O-])n1	3	-3	-4	2	-6	0.2	-3	-1	-5
Cc1ccccc1OCC(=O)NCCNC(=O)c1ccccn1	-3	-2	3	4	3	2.1	4	1	4
Cc1nc2ccc(S(=O)(=O)NCC(=O)NCc3ccc(Cl)cc3)cc2s1	-2	1	6	-3	5	-0.3	3	0	1
Cc1onc(-c2ccccc2Cl)c1C(=O)N1C=CC(C(F)(F)F)=NCC1	-2	-3	0	6	-4	0.9	1	5	0
O=C(CNc1ccc2ccccc2c1)N/N=C/c1ccc(OC(=O)/C=C/c2ccco2)cc1	30*	1	3	1	1	1.2	0	-5	16
NC(=O)/C(=N\O)c1ccccc1	-7	6	3	12	0	-1.0	-1	-1	1
O=C(c1ccco1)N1CCN(c2ncnc3c2cnn3-c2ccccc2)CC1	0	2	-5	2	2	0.3	-8	-2	3
COc1cccc(-n2c(COc3ccc(C)cc3)nnc2SCC(=O)O)c1	-1	4	0	1	0	-0.7	0	1	3
O=C(CNC(=O)[C@@H]1Cc2ccccc2CN1)NCc1ccco1	2	5	-2	5	3	-1.8	6	2	1
COc1ccc(Cl)cc1/C=C(\C#N)C(N)=O	6	4	-3	2	8	-0.6	8	-3	0
COc1ccc(C)cc1S(=O)(=O)Nc1ccc(F)c(Cl)c1	3	5	0	5	-3	-0.3	2	1	3
O=C(CC(CC(=O)c1ccc(Br)cc1)c1cccnc1)c1ccc(Br)cc1	3	2	4	-2	0	-0.3	-5	-4	2
Cn1c(=O)[nH]c(=O)c2c1nc(N1CCN(Cc3ccccc3)CC1)n2CCCc1ccccc1	1	-21	-10	-17	-4	-3.0	-10	-6	-6
O=S(=O)(c1cccc(-c2nnc(SCc3nc4ccccc4s3)o2)c1)N1CCOCC1	-4	-2	-6	-4	5	1.7	0	10	-5
Following part:
SMILES	PME-1 inh	MCL1-BIM inh	PAD4 FP inh	Bcl-xL primary	GSTO1 counter	MEX-5 binding	GLD-1 TGE inh	TPT1 inhibitor	Fam108B inh
O=C(CN(CC1CCCO1)C(=O)CNS(=O)(=O)c1ccccc1)NCc1ccccc1 (stereo not drawn)	0	8	-1	3	4	-0.2	-4	2	3
O=C(Nc1nnc(-c2ccc(F)cc2)s1)c1c(F)cccc1Cl	-7	6	-2	1	-16	-1.4	3	-3	5
COc1ccc(C2=NCCn3nc4cc(C(F)(F)F)ccc4c32)cc1	2	1	1	9	4	-0.9	0	-1	1
O=C(O)c1cccc(C(=O)Nc2cccc(NC(=O)C3CCCO3)c2)c1 (stereo not drawn)	-8	3	1	3	0	-0.1	-3	2	-3
O=C(Nc1ccc2c(c1)Cc1ccccc1-2)c1cc2ccccc2o1	0	7	0	4	4	0.6	0	-5	1
Cn1cnc(NCc2ccccc2)c1[N+](=O)[O-]	0	-1	1	5	8	2.0	3	-1	2
O=c1[nH]nc(-c2ccccc2)c2ccccc12	-2	6	-2	4	-10	-1.2	1	-2	2
CCOC(=O)C1=C(C)NC(C)=C(C(=O)OCC)C1C(=O)OCC(=O)N1CCC(C)CC1	-5	-6	-2&1	2	6	4.5	-2&4	3	-3
Nc1nc(SCC(=O)N2CCCc3ccccc32)n(-c2ccccc2)n1	-3	3	0	9	5	1.5	7	-1	8
CCOc1ccccc1N=c1oc2cc(O)ccc2cc1C(=O)NCC1CCCO1 (stereo not drawn)	9	-1	-3	-1	-2	1.2	-3	22	4
COc1ccc(C(=O)CSc2[nH]c(=O)cc(C(F)(F)F)c2C#N)cc1	0	10	4	4	-117	·	5	0	-1
CCOc1ccc(-c2cn3ccccc3n2)cc1	-5	6	-2	1	-4	·	-3	2	1
O=C(CC1(O)C(=O)Nc2cc(Cl)cc(Cl)c21)c1ccncc1 (stereo not drawn)	4	4	0	3	0	-1.7	5	1	-4
Cc1cc(C)c(NC(=O)c2sc3nc(C)[nH]c(=O)c3c2C)c(C)c1	1	10	-2	6	5	-0.1	-2	-5	0
CC(C)(C)NC(=O)C(=O)NNC(=O)c1cccc(Br)c1	-4	-3	-5	0	11	-4.9	4	-6	-7
Cc1ccc(NC2CCCN(C(=O)CCc3cn[nH]c3)C2)cc1C (stereo not drawn)	3	2	-5	7	-2	0.7	0	0	3
O=C(COc1ccc(Br)cc1)NCCCn1ccnc1	0	-2	-3	-1	-2	1.9	10	3	-1
CSc1nc(O)c(C(c2cccc([N+](=O)[O-])c2)c2c(O)nc(SC)[nH]c2=O)c(=O)[nH]1	1	3	-3	6	6	1.9	-1	2	-4
CC12C=CC3(O1)C(C(=O)N(c1cccnc1)C3C(=O)NC1CCCCC1)C2C(=O)Nc1ccccc1 (stereo not drawn)	3	0	-4	1	5	-3.5	-5	0	2
Cc1cc(C)nc(NS(=O)(=O)c2ccc(N3C(=O)C4CCCCC4C3=O)cc2)n1 (stereo not drawn)	-5	-2	-3	-1	3	-1.6	-8	-2	-4
Cc1cccc(NC(=O)CNC(=O)COC(=O)c2ccco2)c1C	4	-5	8	-3	·	·	-1	·	·
CCOc1ccc(S(=O)(=O)NC(C)(C)C)cc1-c1nc2c(C(C)(C)C)nn(C)c2c(=O)[nH]1	0	8	-1	6	4	-1.2	-4	-3	4
Cc1ccc2nc(N(CCN(C)C)C(=O)C3=COCCO3)sc2c1	1	1	-4	4	0	3.5	6	0	-2
COc1ccccc1CNC(=O)Cn1cccc1C(=O)c1ccccc1	-5	3	-2	1	-2	2.5	-6	5	-1
CCOC(=O)N1CCN(C(=O)CCl)CC1	-2	-7	3	2	77*	-1.2	11	-1	-1
CC(=O)Oc1ccc(/C(C)=N\N2CCN(Cc3ccc(Cl)cc3)CC2)cc1	0	-16	-7	-1	4	-2.7	3	0	1
CCc1nnc(NC(=O)c2nc(S(=O)(=O)Cc3cccc(C)c3)ncc2Cl)s1	-4	7	-6	7	-16	-0.5	-6	-3	-4

PME-1 inh: hit marks shown above.
| SMILES | PME-1 inh | MCL1-BIM inh | PAD4 FP inh | Bcl-xL primary | MEX-5 binding | GLD-1 TGE inh | TPT1 inhibitor |
| --- | --- | --- | --- | --- | --- | --- | --- |
| O=C(CNc1ccc2ccccc2c1)N/N=C/c1ccc(OC(=O)/C=C/c2ccco2)cc1 | 30* | 1 | 3 | 1 | 1.2 | 0 | -5 |

Screening data: PubChem, several laboratories
